Bcl-xL primary = inhibitors of human Bcl-xL, primary screen, biochemical, fluorescence polarization, HTS; Bcl-2-like protein 1 (Homo sapiens), Q07817; GST-Bcl-xL / FITC-Bim BH3 peptide fluorescence polarization; inhibition, % at 10.9 µM; 320,000 compounds, 0.7% hits; AID 2129, 2009;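 active = inhibition above the mean of all tested compounds plus 3 SD, cutoff set per campaign, cut at about 30% in these data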;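 also: 0% = DMSO wells and 100% = unlabeled Bim-BH3 peptide competitor; inhibitors lower millipolarization by displacing the labeled peptide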
Target sequence (Q07817 whole entry, looked up): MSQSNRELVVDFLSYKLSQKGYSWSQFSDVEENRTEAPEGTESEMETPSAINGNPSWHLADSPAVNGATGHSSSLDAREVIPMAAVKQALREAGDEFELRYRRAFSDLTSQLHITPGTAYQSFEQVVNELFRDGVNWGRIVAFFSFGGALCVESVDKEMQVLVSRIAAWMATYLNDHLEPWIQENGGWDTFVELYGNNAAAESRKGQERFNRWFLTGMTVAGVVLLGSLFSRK
MCL1 BIM primary = inhibitors of MCL1 binding to BIM-BH3, primary screen, biochemical, fluorescence polarization | inhibition, % at 10.9 µM | 320,000 compounds, 0.68% hits | GST-MCL1 / FITC-Bim-BH3 fluorescence polarization | Induced myeloid leukemia cell differentiation protein Mcl-1 (Homo sapiens), Q07820;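 active = inhibition above the mean inhibition of all tested compounds plus 3 SD, set per campaign, cut at about 40% in these data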;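 also: 0% = DMSO wells and 100% = unlabeled Bim-BH3 peptide control; higher means more loss of mP so more displacement of Bim peptide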
pPAFAH FP inh = pPAFAH enzyme inhibitors, primary screen, biochemical, fluorescence polarization, human | recombinant pPAFAH, FP-rhodamine probe fluorescence polarization | inhibition, % at 3.39 µM | 330,000 compounds, 1.5% hits | AID 463082, 2010;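 active = inhibition above the mean inhibition across the screen plus 3 SD, cut at about 25% in these data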;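 also: inhibitors block binding of the rhodamine activity-based probe so polarization drops; 0% = enzyme with DMSO and 100% = wells lacking pPAFAH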
MEX-5 binding = MEX-5 zinc finger RNA-binding disruptors – biochemical, C. elegans, fluorescence polarization, MLPCN library, primary screen | MEX-5/FITC-TCR2 RNA binding; active compounds read low | activity score (negative = inhibition of binding), % at 10 µM | 300,000 compounds, 0.38% hits | AID 1832, 2009;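 active = inhibition past about -25% in most replicates, and total fluorescence under double the plate's negative control median, limit read from the data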;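 also: 0% = DMSO and -100% = 5 µM competing unlabeled TCR2 RNA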
GLD-1 TGE inh = GLD-1/TGE RNA complex disruptors, primary screen, biochemical, fluorescence polarization; Female germline-specific tumor suppressor gld-1 (Caenorhabditis elegans), Q17339; purified GLD-1 + fluorescein TGE RNA; inhibition, % at 5.96 µM; 320,000 compounds, 0.44% hits;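 active = percent inhibition above a per-plate cutoff, the plate mean of test compounds plus 3 SD, cut at about 30% in these data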;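 also: 0% = DMSO wells with GLD-1 and probe and 100% = wells lacking GLD-1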
Target sequence (Q17339 whole entry, looked up): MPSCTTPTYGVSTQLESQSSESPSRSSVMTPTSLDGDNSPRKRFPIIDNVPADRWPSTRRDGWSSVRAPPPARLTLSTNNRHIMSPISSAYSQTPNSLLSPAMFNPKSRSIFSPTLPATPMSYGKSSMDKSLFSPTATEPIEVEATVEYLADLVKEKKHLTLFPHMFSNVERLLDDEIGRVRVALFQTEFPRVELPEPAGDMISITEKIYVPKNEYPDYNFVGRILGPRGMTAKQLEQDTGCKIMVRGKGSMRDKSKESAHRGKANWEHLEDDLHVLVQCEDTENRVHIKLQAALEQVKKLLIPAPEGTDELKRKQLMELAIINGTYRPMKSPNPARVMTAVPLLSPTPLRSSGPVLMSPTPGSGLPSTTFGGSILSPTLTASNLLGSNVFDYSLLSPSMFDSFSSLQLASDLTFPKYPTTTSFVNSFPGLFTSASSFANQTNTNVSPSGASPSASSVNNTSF
AHR activator = AHR activators, primary screen, cell-based, luminescence, luciferase reporter, human | activation, % at 5 µM | AID 2796, 2010 | 320,000 compounds, 2.5% hits | AHR-responsive luciferase reporter cells | Aryl hydrocarbon receptor (Homo sapiens), P35869; in the data active = activation above about 47%;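 also: 0% = vehicle wells and 100% = reference agonist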
PAFAH1B2 FP inh = PAFAH1B2 enzyme inhibitors, primary screen, biochemical, fluorescence polarization, human; Platelet-activating factor acetylhydrolase IB subunit alpha2 (Homo sapiens), P68402; 340,000 compounds, 1.2% hits; inhibition, % at 3.39 µM; recombinant PAFAH1B2, FP-rhodamine activity probe;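 active = inhibition above the mean of all tested compounds plus 3 SD, cut at about 24% in these data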;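 also: 0% = enzyme with DMSO and 100% = wells lacking PAFAH1B2; many of its hits are not listed in these tables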
Target sequence (P68402 whole entry, looked up): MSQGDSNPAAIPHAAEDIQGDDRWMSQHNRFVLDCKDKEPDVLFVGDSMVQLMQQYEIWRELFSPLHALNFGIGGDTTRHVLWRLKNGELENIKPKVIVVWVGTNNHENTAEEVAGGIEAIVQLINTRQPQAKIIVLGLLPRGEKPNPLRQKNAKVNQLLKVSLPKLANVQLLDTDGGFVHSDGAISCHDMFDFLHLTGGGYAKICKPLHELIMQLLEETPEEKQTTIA
PME-1 primary = PME-1 inhibitors via competitive probe labeling, primary screen, biochemical, fluorescence polarization, FP-Rh probe, HTS; Protein phosphatase methylesterase 1 (Homo sapiens), Q9Y570; recombinant PME-1; inhibition, % at 5.9 µM; 320,000 compounds, 0.53% hits;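 active = inhibition above the campaign mean of all compounds plus 3 SD, cut at about 26% in these data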;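 also: competitive labeling of PME-1 active site by serine hydrolase directed probe; 0% = PME-1 with DMSO and 100% = wells lacking PME-1 enzyme; inhibitors block probe labeling so polarization falls and inhibition rises; many of its hits are not listed in these tables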
Fam108B counter = mouse Fam108B serine hydrolase inhibitors, primary screen, counter-screen for RBBP9 inhibitor project, biochemical, fluorescence polarization; 300,000 compounds, 0.33% hits; inhibition, % at 9.51 µM; AID 1947, 2009; recombinant Fam108B, FP-Rh probe fluorescence polarization;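 active = inhibition above the screen mean inhibition plus 3 SD, computed separately per campaign, cut at about 18% in these data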;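 also: inhibitors lower polarization as less probe binds the enzyme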
* = called active by the depositor; . = not tested or not shown. A portion of the library (hit frequency here may not be typical).

SMILES	Bcl-xL primary	MCL1 BIM primary	pPAFAH FP inh	MEX-5 binding	GLD-1 TGE inh	AHR activator	PAFAH1B2 FP inh	PME-1 primary	Fam108B counter
O=C(NCc1ccccn1)C1CCN(C(=O)c2cc3sccc3n2Cc2ccc(F)cc2)CC1	2	3	-1	-0.1	2	1	2	2	-2
COc1ccc2[nH]c(C)c(CN3CCC(C)CC3)c(=O)c2c1	10	8	3	0.8	1	1	5	0	8
CCc1nnc(NC(=O)CSc2nc3c(c(=O)n2CC)SC(C)C3)s1 (configuration not stated)	-2	8	6	-1.3	1	1	5	7	-2
COc1ccc(Nc2nnc(-c3ccc(C(=O)NCCO)cc3)c3ccccc23)cc1	0	3	6	2.5	1	0	-2	-3	-7
Cc1ccc(C(=O)OCc2nc3ccsc3c(=O)[nH]2)o1	2	5	-2	-2.9	5	3	2	-2	2
Cc1ccc(S(=O)(=O)N(C)C)cc1NC(=O)c1c(-c2c(F)cccc2Cl)noc1C	2	0	-5	0.2	4	0	0	1	-1
O=C(Nc1ccc(Cl)c(Cl)c1)Nc1nccs1	0	8	-16	0.9	10	59*	-3	-25	-43
O=[N+]([O-])c1cc(Cl)ccc1Oc1ccc(-c2nnco2)cc1	4	9	5	0.9	0	4	3	12	-4
Cc1cc(NC(=O)COC(=O)c2ccc([N+](=O)[O-])cc2Cl)no1	-4	-1	0	.	2	0	1	2	.
CCOC(=O)N1CCC(N2CCCC(C(=O)c3cc(C)c(OC)c(C)c3)C2)CC1 (configuration not stated)	3	-2	6	-0.9	5	1	8	3	4
CCOc1cc(C(=O)Nc2ccccc2F)cc(Br)c1OCC	-1	-2	2	-3.3	7	6	-5	5	-4
COc1ccc(CN2CCNC(=O)C2CC(=O)NC2CCCCCCC2)cc1OC (configuration not stated)	6	5	7	4.3	5	1	1	3	1
CCCNC(=O)NC(=O)CSc1nc(C)cs1	-3	-5	2	0.9	5	-1	5	-1	-4
O=C(Nc1cccc(C(F)(F)F)c1)c1ccccc1NC(=O)C1CCCCC1	7	7	2	0.2	3	-2	0	1	-5
Cc1cc(OCCN2CCOCC2)ccc1Cl	-3	3	6	2.2	3	2	2	1	0
O=C1CSC(c2cccnc2)N1c1ccc(Cl)cc1 (configuration not stated)	-1	1	-1	0.7	7	7	-3	1	-1
CCN(CC)c1ccc(NS(=O)(=O)c2ccc(OC)cc2)cc1	6	12	5	1.0	0	4	-2	11	0
CCCn1c(SCC(=O)Nc2c(C)cccc2CC)nnc1C(C)C	-2	-3	4	-0.9	4	1	5	-2	-1
COc1ccc2cc(/C=N/O)c(Cl)nc2c1	9	4	1	0.6	5	-6	1	0	-4
COc1ccccc1NS(=O)(=O)c1ccc(Cl)c(NC(=O)c2sc3cc(Cl)ccc3c2Cl)c1	4	7	-3	.	3	3	2	0	-3
Cc1ccc(S(=O)(=O)N2CCCC(CCC(=O)NCc3ccccc3F)C2)s1 (configuration not stated)	3	2	5	-0.3	-4	4	9	-8	0
CS(=O)(=O)c1ccc(C(=O)NCc2ccc(F)cc2)cc1	4	1	1	0.0	0	-1	4	-3	1
O=C(c1ccccc1C(=O)N1CCN(c2ccccc2)CC1)N1CCN(c2ccccc2)CC1	46*	46*	3	.	38*	17	-2	-2	1
COc1ccc(-c2nnc(SCC(=O)NC(C)c3ccccc3)o2)cc1OC (configuration not stated)	4	-2	0	-0.4	-1	2	8	-6	0
Cn1c(SCC2CCCO2)nnc1-c1ccncc1 (configuration not stated)	-3	-1	4	0.0	1	6	1	-2	-2

Later entries.
SMILES	Bcl-xL primary	MCL1 BIM primary	pPAFAH FP inh	MEX-5 binding	GLD-1 TGE inh	AHR activator	PAFAH1B2 FP inh	PME-1 primary	Fam108B counter
CCc1cc2cccc(C)c2nc1SCC(=O)c1ccc(NC(C)=O)cc1	-2	5	-10	12	-45	35	-1	-22	-31
COc1ccc(NC(=O)CS(=O)CC(=O)N2CCN(C3CCCC3)CC2)cc1 (configuration not stated)	9	10	-2	1.3	8	-1	0	-2	3
O=C(N1CCOCCOc2ccccc2OCCOCC1)C(F)(F)F	11	2	1	0.2	10	0	8	-6	-4
COc1ccccc1/C=N\NC(=O)c1ccc(COc2ccc(C)c(C)c2)o1	4	-1	0	-0.5	7	49*	0	3	-1
CCN1CCC(NC(=O)Nc2ccccc2C(=O)OC)CC1	12	-1	4	-0.4	3	-1	0	-2	-5
Cc1cc(C)n(-c2ncc(C#N)cn2)n1	4	2	-1	1.8	-1	1	7	3	4
CSc1nnc(CSCc2ccc(Cl)cc2Cl)n1-c1ccccc1	-19	-20	0	1.6	4	1	8	0	-1
CCOC(=O)c1cc(C(C)C)sc1NC(=O)COC(=O)c1nccnc1N	0	1	10	-0.7	5	-1	-1	-1	3
CN(C)c1ccc(/C=C(/C(=O)c2ccc(Cl)cc2Cl)n2cncn2)cc1	-76	-189	7	7.4	-121	8	-4	-3	4
COC(=O)/C(=C\c1c(OC)cc(OC)cc1OC)C(=O)c1ccc2c(c1)OCO2	-3	1	5	-0.4	-1	-1	0	1	3
COc1ccc(N(C(=O)CNC(=O)c2ccco2)C(C(=O)NCC2CCCO2)c2ccccc2)c(OC)c1 (configuration not stated)	-1	-6	5	-0.4	-1	-4	3	-11	2
CCCCCCN[C@H]1CCC2C3CC=C4C[C@@H](O)CC[C@]4(C)C3CC[C@@]21C (some centres not stated)	.	.	-2	.	1	-3	5	.	.
CCOC(=O)Cc1csc(NC(=O)CSc2nnc(-c3ccc(NS(=O)(=O)CC)cc3)o2)n1	1	0	0	1.1	-1	0	3	2	-3
Cc1ccc(S(=O)(=O)c2cc3c(=O)n4ccccc4nc3n(Cc3ccco3)c2=N)cc1C	-2	-3	9	-21	2	0	.	0	-2
CC(=O)c1cccc(NS(=O)(=O)c2ccc3c(c2)oc(=O)n3C)c1	-1	-8	7	2.0	1	1	0	5	2
COc1ccc2[nH]cc(CCNC(=O)CCC3CCCCC3)c2c1	1	-11	10	-1.1	-11	8	6	-7	-4
CCCCNS(=O)(=O)c1ccc2nc(SCC(=O)Nc3cccc(F)c3)[nH]c2c1	0	-1	1	0.4	2	0	-4	-17	-7
CNC(=O)C(=O)Nc1cc2c3c(c1)C(C)C(=O)N3CCC2 (configuration not stated)	2	5	10	1.9	-1	19	1	-4	2
O=C(CN1C(=O)NC2(CCCCCC2)C1=O)Nc1ccc(Cl)c([N+](=O)[O-])c1	.	.	5	.	5	14	12	.	.
CCN1CCN(S(=O)(=O)c2ccc(Cl)c(C(=O)NC3CC3)c2)CC1	3	3	-1	.	4	2	24*	-3	.
CN(CCc1ccccn1)Cc1ccc(Cl)c(Cl)c1	-2	1	3	-0.1	3	-2	6	-4	-1
O=C(c1ccccc1)c1ccc(-n2ccnc2)c([N+](=O)[O-])c1	2	1	9	0.3	5	6	4	5	1
CCCCn1c(N)c(N(CCOC)C(=O)c2ccc(Cl)c(S(=O)(=O)N3CCCC3)c2)c(=O)[nH]c1=O	0	-7	6	-2.5	0	1	-1	4	1
Cc1ccc(C)c(-n2cc(CN3CCNC(=O)CC3)c(-c3ccccc3)n2)c1	-1	-2	7	3.8	7	6	0	-5	4
O=C(CNC1CCCCC1)NN=C(c1ccccc1)c1ccccc1	6	8	3	-0.9	2	3	-5	4	-5

For reference, some entries already given:
SMILES	Bcl-xL primary	MCL1 BIM primary	pPAFAH FP inh	MEX-5 binding	GLD-1 TGE inh	AHR activator	PAFAH1B2 FP inh	PME-1 primary	Fam108B counter
O=C1CSC(c2cccnc2)N1c1ccc(Cl)cc1 (configuration not stated)	-1	1	-1	0.7	7	7	-3	1	-1
CCN(CC)c1ccc(NS(=O)(=O)c2ccc(OC)cc2)cc1	6	12	5	1.0	0	4	-2	11	0
CCCn1c(SCC(=O)Nc2c(C)cccc2CC)nnc1C(C)C	-2	-3	4	-0.9	4	1	5	-2	-1

The results go on.
SMILES	Bcl-xL primary	MCL1 BIM primary	pPAFAH FP inh	MEX-5 binding	GLD-1 TGE inh	AHR activator	PAFAH1B2 FP inh	PME-1 primary	Fam108B counter
COC(=O)c1[nH]c2c(c1C)C(=O)CC(c1ccc(C)cc1)C2 (configuration not stated)	10	11	2	2.9	-2	27	2	-2	-1
O=C(O)COc1c(F)c(F)c(C(F)(F)F)c(F)c1F	0	-3	2	-0.7	0	0	3	-2	-1
O=C(O)CCCC(=O)Nc1ccc(OCc2nc3ccccc3s2)cc1	-4	-3	0	-2.6	-10	11	2	-3	1
CCOc1ccc(C2CC(=O)n3nc(C45CC6CC(CC(C6)C4)C5)nc3S2)cc1OC (configuration not stated)	-5	2	0	1.1	-8	4	12	-3	0
COc1ccc(-c2nnc(NC(=O)CS(=O)(=O)c3ccc(F)cc3)o2)cc1	1	1	6	2.3	0	3	7	-3	-1
COc1ccc(C)cc1NC(=O)C(OC(=O)CNC(=O)c1ccc(Br)cc1)c1ccccc1 (configuration not stated)	0	3	-7	-2.6	1	81*	-1	-23	-24
CC1(C)CC(=O)c2cn3ncnc3nc2C1	1	8	4	0.5	4	-3	5	4	-6
CCc1ccc2oc(C(=O)N3CCN(c4ccc(OC)cc4)CC3)cc(=O)c2c1	4	1	7	-0.5	-5	2	3	2	-2
O=C1CCCc2c1cc(C(=O)Nc1ccc(Br)cn1)c(=O)n2-c1ccccc1	4	7	4	-2.6	2	1	3	-3	-4

Single entries from the entries so far:
Value for O=C(Nc1cccc(C(F)(F)F)c1)c1ccccc1NC(=O)C1CCCCC1 under Fam108B counter: -5
Value for COC(=O)c1[nH]c2c(c1C)C(=O)CC(c1ccc(C)cc1)C2 (configuration not stated) under MCL1 BIM primary: 11
Value for CCOC(=O)Cc1csc(NC(=O)CSc2nnc(-c3ccc(NS(=O)(=O)CC)cc3)o2)n1 under Fam108B counter: -3

Some of the entries above, reformatted.
Results follow in this order: Bcl-xL primary, MCL1 BIM primary, pPAFAH FP inh, MEX-5 binding, GLD-1 TGE inh, AHR activator, PAFAH1B2 FP inh, PME-1 primary, Fam108B counter
O=C(O)CCCC(=O)Nc1ccc(OCc2nc3ccccc3s2)cc1
 : -4, -3, 0, -2.6, -10, 11, 2, -3, 1
CCOc1ccc(C2CC(=O)n3nc(C45CC6CC(CC(C6)C4)C5)nc3S2)cc1OC (configuration not stated)
 : -5, 2, 0, 1.1, -8, 4, 12, -3, 0
COc1ccc(-c2nnc(NC(=O)CS(=O)(=O)c3ccc(F)cc3)o2)cc1
 : 1, 1, 6, 2.3, 0, 3, 7, -3, -1
COc1ccc(C)cc1NC(=O)C(OC(=O)CNC(=O)c1ccc(Br)cc1)c1ccccc1 (configuration not stated)
 : 0, 3, -7, -2.6, 1, 81*, -1, -23, -24
CC1(C)CC(=O)c2cn3ncnc3nc2C1
 : 1, 8, 4, 0.5, 4, -3, 5, 4, -6
CCc1ccc2oc(C(=O)N3CCN(c4ccc(OC)cc4)CC3)cc(=O)c2c1
 : 4, 1, 7, -0.5, -5, 2, 3, 2, -2

Screening results from PubChem.
